Bioassay records from PubChem.
PG9 Ab binder: binders of HIV-1 gp120 antibody PG9, primary screen, biochemical, TR-FRET; HIV-1 gp120 / PG9 antibody interaction; TR-FRET gp120-PG9 antibody binding; inhibition, % at 6.7 µM; 360,000 tested, 0.43% active; in the data active means inhibition above about 8.5%
DAX1 inh-1: DAX1 (NR0B1) inhibitors on StAR promoter, primary screen, cell-based, luminescence, SF-1 (NR5A1), full-length DAX-1; AID 652010, 2013; inhibition, % at 6.8 µM; 370,000 tested, 1.1% active; HEK293T StAR-luciferase reporter, SF-1/DAX-1 repression relief;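 active means inhibition above the mean over all tested compounds plus 3 SD, cut at about 3.6% in these data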;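 further: 0% = DAX-1 cells with DMSO and 100% = cells lacking DAX-1 with DMSO; higher inhibition means more luminescence from relief of DAX-1 repression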
PLC-beta3 inh: human PLC-beta3 inhibitors, primary screen, biochemical, fluorescence. Purified PLC-beta3, fluorogenic substrate. 1-phosphatidylinositol 4,5-bisphosphate phosphodiesterase beta-3 (Homo sapiens), Q01970. inhibition, % at 12.2 µM. AID 720704, 2013. 370,000 tested, 0.18% active; in the data active means inhibition above about 11%;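 further: 0% = median of compound wells on plate and 100% = full blocker control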
Target sequence (Q01970 whole entry, looked up): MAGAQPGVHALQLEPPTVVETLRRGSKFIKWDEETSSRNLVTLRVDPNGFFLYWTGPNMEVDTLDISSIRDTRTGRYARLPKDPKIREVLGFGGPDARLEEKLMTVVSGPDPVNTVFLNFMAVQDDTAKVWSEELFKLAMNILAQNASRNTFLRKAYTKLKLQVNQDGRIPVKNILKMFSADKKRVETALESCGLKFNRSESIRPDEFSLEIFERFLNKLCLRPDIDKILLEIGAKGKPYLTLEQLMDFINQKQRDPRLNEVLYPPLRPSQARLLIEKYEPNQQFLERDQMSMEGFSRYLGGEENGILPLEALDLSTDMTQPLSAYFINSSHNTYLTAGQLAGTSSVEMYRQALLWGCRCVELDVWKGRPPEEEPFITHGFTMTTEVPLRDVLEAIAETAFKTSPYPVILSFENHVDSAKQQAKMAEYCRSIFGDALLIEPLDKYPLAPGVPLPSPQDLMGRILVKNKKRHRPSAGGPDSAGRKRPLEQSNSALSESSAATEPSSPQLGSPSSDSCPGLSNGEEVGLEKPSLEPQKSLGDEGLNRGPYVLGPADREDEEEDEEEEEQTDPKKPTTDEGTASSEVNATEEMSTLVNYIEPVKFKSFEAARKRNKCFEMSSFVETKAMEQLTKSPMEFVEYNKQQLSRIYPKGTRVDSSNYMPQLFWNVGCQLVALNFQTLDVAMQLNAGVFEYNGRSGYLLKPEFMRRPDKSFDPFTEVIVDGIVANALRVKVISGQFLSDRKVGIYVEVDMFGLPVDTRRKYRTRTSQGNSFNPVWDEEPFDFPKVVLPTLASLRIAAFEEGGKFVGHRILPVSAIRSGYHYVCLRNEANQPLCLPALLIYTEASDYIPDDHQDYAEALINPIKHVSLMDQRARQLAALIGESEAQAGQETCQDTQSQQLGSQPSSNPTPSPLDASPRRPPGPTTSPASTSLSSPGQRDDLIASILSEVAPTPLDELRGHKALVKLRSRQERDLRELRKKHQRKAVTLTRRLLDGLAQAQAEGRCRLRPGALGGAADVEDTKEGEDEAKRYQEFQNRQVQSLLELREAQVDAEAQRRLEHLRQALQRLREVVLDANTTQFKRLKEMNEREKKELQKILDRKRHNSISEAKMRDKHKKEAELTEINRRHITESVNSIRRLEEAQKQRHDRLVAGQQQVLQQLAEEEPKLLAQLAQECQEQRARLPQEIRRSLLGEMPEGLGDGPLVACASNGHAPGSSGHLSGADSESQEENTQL
ssDAF12 agonist: S. stercoralis DAF-12 nuclear receptor activators, primary screen, cell-based, luminescence, HEK293, GRIP1 co-expression, lit1-tk-luc. HEK293 ssDAF-12/GRIP1 lit1-tk-luc reporter; % of 3 µM dafachronic acid response. activation, % at 6.8 µM. 370,000 tested, 1% active. AID 652126, 2013;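 active means activation above the mean over all tested compounds plus 3 SD, cut at about 0.9% in these data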;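 further: 0% = DMSO-only wells and 100% = 3 µM delta7-dafachronic acid wells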
GAA850 FXN act: FXN promoter activators, primary screen, cell-based, luciferase luminescence, HEK293 lucGAA850; HEK293 lucGAA850 FXN promoter luciferase reporter, 24 h; percent of 10 µM SAHA response; AID 540364, 2011; activation, % at 6 µM; 360,000 tested, 0.56% active;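 active means activation above the average of all compounds screened plus 3 SD, cutoff fixed separately per campaign, cut at about 7.5% in these data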;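 further: 0% = DMSO wells and 100% = 10 µM SAHA wells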
DAX1 inh-2: DAX1 (NR0B1) inhibitors, primary screen, cell-based, HEK293, Gal4-DAX1, luciferase luminescence. Nuclear receptor subfamily 0 group B member 1 (Homo sapiens), P51843. HEK293 Gal4-DAX1 luciferase reporter. inhibition, % at 6.75 µM. 340,000 tested, 0.99% active. AID 504766, 2011;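 active means inhibition above the mean over all tested compounds plus 3 SD, cut at about 4.2% in these data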;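 further: 0% = DAX1-transfected cells with DMSO and 100% = empty-vector control cells with DMSO; inhibition shows as a rise in luminescence from relieved DAX1 repression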
hgDAF-12 ag: H. glycines DAF-12 receptor agonists, primary screen, cell-based, luminescence, HEK293, GAL4 fusion, UAS-luciferase. activation, % at 6.8 µM. 370,000 tested, 1.8% active. Nuclear hormone receptor DAF-12 (Heterodera glycines), GAL4 fusion. AID 687014, 2013. HEK293 GAL4-hgDAF12 UAS-luciferase reporter, agonist luminescence; normalized to butyrate control;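 active means activation above a cutoff set at the mean of all screened compounds plus 3 SD, cut at about 10% in these data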;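 further: 0% = DMSO wells and 100% = sodium butyrate wells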
SMARCA2 activ: SMARCA2 (BRM) function activators, primary screen, cell-based, luminescence, high throughput | MG213 cells, MMTV-luciferase reporter, dexamethasone, overnight | activation, % at 9.1 µM | 370,000 tested, 1% active; in the data active means activation above about 7.8%;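 further: 0% = vehicle wells and 100% = reference activator wells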
NR1D1 modulator: modulators of Rev-erb alpha DNA binding, primary screen, biochemical, FITC-DNA, fluorescence polarization, uHTS. Nuclear receptor subfamily 1 group D member 1 (Homo sapiens), P20393. Rev-erbα–FITC-DNA binding, 90 min. activity, % at 10 µM. 370,000 tested, 0.79% active. AID 1259318, 2017;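 active means activity above about 14%, limit read from the data; passing the limit was not always enough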;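 further: 0% = DMSO wells with 35 nM protein and 100% = DMSO wells with 750 nM protein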
hcDAF12 agonist: H. contortus DAF-12 nuclear receptor activators, primary screen, cell-based, luminescence, HEK293, lit1-tk-luc reporter. activation, % at 6.8 µM. 370,000 tested, 1.4% active. HEK293 hcDAF-12 lit1-tk-luc reporter; 0% DMSO, 100% Δ7-dafachronic acid;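 active means activation above the mean of all tested compounds plus 3 SD, cut at about 5.5% in these data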;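 further: 100% = response to 3 µM Δ7-dafachronic acid high control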
HGIII-sPLA2 inh: human group III sPLA2 inhibitors, primary screen, biochemical, QFRET, BODIPY PC-A2 liposome substrate | Group 3 secretory phospholipase A2 (Homo sapiens), Q9NZ20 | inhibition, % at 12.2 µM | QFRET BODIPY PC-A2 liposome hydrolysis, fluorescence | 370,000 tested, 0.56% active;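 active means inhibition above mean plus 3 SD of compounds lying within the high and low control bounds, cut at about 19% in these data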;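 further: 0% = median of test compound wells and 100% = no enzyme DMSO wells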
* marks the source's active call; other numbers are inactive results; i = inactive; · = not tested or not shown.

Each structure is followed by: PG9 Ab binder	DAX1 inh-1	PLC-beta3 inh	ssDAF12 agonist	GAA850 FXN act	DAX1 inh-2	hgDAF-12 ag	SMARCA2 activ	NR1D1 modulator	hcDAF12 agonist	HGIII-sPLA2 inh
COc1ccc(OC)c(NC(=O)CCCN2C(=S)NC(C)(C)CC2C)c1 (stereo unspecified)
→ 0.6	0.0	0	-0.8	2.4	-2.0	3.4	-4	-2	-0.5	18
COc1ccc(-c2csc(Nc3cccnc3)n2)cc1
→ 0.1	-1.1	1	-0.6	3.0	1.8	8.4	5	-5	2.8	9
COc1ccc(NC(=O)c2c(NC(=O)CNCc3ccco3)sc3c2CCC3)c(OC)c1
→ -1.8	-0.8	-5	-1.6	-0.4	0.8	-2.8	1	-1	-0.9	6
CCn1cc(C(c2ccccc2)C(C(C)=O)[N+](=O)[O-])c2ccccc21 (stereo unspecified)
→ 2.1	0.4	-10	-2.0	2.1	-1.1	-3.6	-2	-6	-1.7	-14
OCC1(Cc2ccccc2)CCN(Cc2ccccn2)CC1
→ 0.0	0.5	-4	-1.0	0.8	-0.5	-2.4	-3	1	-0.2	6
COc1ccc(Cn2cccc(NC(=O)Nc3cccc(C#N)c3)c2=O)cc1
→ 2.7	-1.8	-6	-2.1	-0.1	0.4	-3.2	-6	3	-4.0	-35
CCc1ccccc1Nc1nc(N)nc(COC(=O)CCS(=O)(=O)c2ccccc2)n1
→ -0.5	0.4	-1	-1.1	-1.0	0.8	2.0	-1	-6	-0.8	-1
Clc1cccc(-c2ccnc3nc(-n4cccc4)nn23)c1
→ 0.9	-0.4	1	-0.7	5.6	-0.6	-2.9	-2	-1	-1.4	2
CCOC(=O)c1ccc2c(c1)nc(-c1ccccn1)n2CC
→ -2.9	1.6	-6	0.9*	4.2	1.6	7.6	7	-7	7.6*	0
C=Cc1ccc(Cn2c(C)c(C(=O)NCc3cccc(C(F)(F)F)c3)sc2=O)cc1
→ -0.9	0.4	2	-1.3	-1.0	·	4.8	1	-2	0.5	-2
CN(c1ccc(C(=O)Nc2ccccc2C(F)(F)F)cc1)S(C)(=O)=O
→ 1.1	0.4	-1	-1.2	1.2	1.1	2.5	-1	-2	-1.0	-1
CC1(C)CC(=O)C2=C(C1)c1c(ccc3ccccc13)NC2c1ccco1 (stereo unspecified)
→ -0.4	0.7	i	-1.1	-0.6	1.9	5.5	4	-4	2.9	-1
Cc1ccc(NC(=O)c2ccc(NCCN)c([N+](=O)[O-])c2)cc1
→ -2.9	1.1	1	0.3	4.1	-1.5	2.1	4	7	7.1*	12
Cc1cc(=O)n2nc(N3CCC(C(=O)NCc4cccc(Cl)c4)CC3)sc2n1
→ 2.7	0.6	-10	-1.5	1.8	0.5	0.8	1	3	-0.4	4
O=S(=O)(/C=C/C=C/S(=O)(=O)c1ccccc1)c1ccccc1
→ -0.1	-5.0	1	-0.6	-16	-6.3	-9.4	-12	-3	0.7	-5
Cc1ccc(Cn2ncc3c(NCCCN(C)C)ncnc32)cc1
→ 0.7	0.1	-4	-1.2	2.1	0.2	-1.1	1	0	0.6	-4
COc1ccc(N=Cc2nc(-c3ccccc3)oc2OC(C)=O)cc1
→ -1.9	0.6	-2	-1.2	0.8	0.4	-1.0	2	-1	0.2	-1
COc1ccc(N(C(=O)/C=C/c2ccccc2)C2=CC3CCC(C2)N3C)cc1 (stereo unspecified)
→ 2.3	0.8	-9	-1.6	2.2	-0.4	3.4	-3	-4	-1.3	1
CC1(C)CC(=O)c2c(nn(-c3ccccc3)c2N)C1
→ -0.5	0.7	2	-2.3	0.7	1.9	-0.5	-2	-1	-0.8	-1
CCCCC(=O)Nc1ccc2c(c1)nc(CCN1CCOCC1)n2C
→ -1.2	0.1	-2	-0.9	-0.8	3.3	-0.6	-2	3	-0.8	3
O=C1NC[C@H](CC2CCCCC2)N(CCC23CC4CC(CC(C4)C2)C3)C1=O
→ 2.1	0.3	8	-1.2	·	·	-2.1	-3	3	2.6	1
CSc1cccc(NC(=S)N(CCCN2CCCC2)Cc2cccn2Cc2ccc(Cl)cc2)c1
→ -1.4	0.5	-7	-1.7	-8.6	-0.8	1.3	-2	-1	-1.2	7
c1ccc2c(c1)N1CCN=C1N2CCN1CCCCC1
→ -2.5	-0.1	3	-1.3	-1.8	-0.7	0.7	4	4	0.8	-1
CCCOc1ccc2cc(C(=O)NCc3ccccc3)c(=O)oc2c1
→ 11*	-0.3	-96	-1.1	-1.6	0.7	-0.5	-4	70*	0.0	10
CSCCOC(=O)C1=C(C)NC(=O)CC1c1ccccc1Cl (stereo unspecified)
→ -1.2	-0.4	2	-1.5	-2.4	-0.1	-3.8	0	3	0.6	-7
O=C(c1ccco1)N1N=C(c2cccs2)CC1c1ccc(F)cc1 (stereo unspecified)
→ -0.4	0.7	-76	-0.9	-0.8	-0.4	-2.2	-2	8	-0.7	-12
COC(=O)c1ccc(-n2cnc(Cl)n2)c(F)c1
→ -0.2	-0.1	1	-0.9	0.5	0.4	-1.8	-3	1	-2.3	9
CCC(=O)OCCCN1CCC2(CCCCC2)C1=O
→ ·	·	7	-0.6	·	·	-0.2	·	-2	0.5	7
Cc1nc2cc3c(cc2s1)OCO3
→ -0.1	-0.2	-4	-0.7	0.1	5.8*	1.0	1	-1	3.2	5
Cc1ccc(C)c(N2CCN(C(=O)c3ccc4nc(N5CCOCC5)sc4c3)CC2)c1
→ -0.4	-1.4	-9	-1.6	1.9	-0.7	-3.1	-2	2	-3.6	1
COC(=O)[C@]12C[C@H](CC(=O)NCc3ccccc3)C(=O)N(CCc3ccc(OC)c(OC)c3)C1=C[C@H](C1CCCC1)O[C@@H]2C
→ ·	-0.6	4	-2.0	·	·	0.8	0	4	-2.0	-14
CCSc1ccc(C(=O)NCC(=O)O)cc1
→ -0.8	-0.3	-2	-1.3	1.0	0.9	-0.6	-2	13	-0.6	5
CC1CCN(C(=O)CSc2nnc(CNC(=O)c3ccc(F)cc3)o2)CC1
→ 1.0	-0.5	-1	-0.7	0.1	-0.9	-2.2	-1	4	0.5	1
COCCN=C1N[C@@H](c2cccc(C(F)(F)F)c2)C(C(=O)OC)=C(C)N1Cc1ccccc1
→ 1.9	0.2	-2	-1.4	-4.3	-1.4	-1.2	0	2	-0.9	0
O=C(Nc1ccc(F)cc1)C1CC(=O)n2cnnc2N1 (stereo unspecified)
→ -1.3	0.0	-2	-1.5	0.2	-0.3	0.1	-4	-2	-0.2	3
O=C(COC(=O)Cc1cccs1)Nc1ccc(OC(F)(F)F)cc1
→ 1.2	-1.4	-7	-1.7	3.0	0.7	1.3	-1	2	0.2	-10
O=C(O)c1c[nH]n2c(=S)ncnc12
→ 1.6	-0.6	4	-0.8	2.0	0.7	-0.6	-7	6	-1.7	11
COc1ccc(C(=O)Nc2nnc(C(F)(F)F)s2)cc1
→ 2.4	0.2	-3	-0.1	2.7	0.8	4.5	1	-2	0.1	-1
CCCC(c1nnnn1C(C)(C)CC)N(Cc1ccco1)Cc1cc2ccc(OC)cc2[nH]c1=O (stereo unspecified)
→ 1.4	-0.3	-451	-0.7	2.6	-1.1	-0.1	0	0	0.1	2
COCCNC(=O)CSc1n[nH]c(=O)n1CCc1ccccc1
→ 0.0	0.1	-4	-1.6	0.8	0.8	-1.8	-1	3	-0.8	12
COc1ccc(/C=c2\s/c(=C\C(=O)C(C)(C)C)[nH]c2=O)cc1O
→ -6.7	-1.1	-34	-1.9	1.5	-2.1	-3.2	0	6	-1.2	-14
CN(C)/C=C(/C#N)C(=O)c1cccc(Oc2ccc(C(C)(C)C)cc2)c1
→ 0.6	0.0	-6	-0.7	1.9	0.5	0.9	-1	5	0.1	-48
O/N=C/c1ccnc(SCc2ccccc2)n1
→ 0.6	0.8	-9	-1.7	2.5	1.2	2.9	3	4	-0.1	-31
O=[N+]([O-])c1cc(Cl)cc(/C=N/NC(=S)Nc2cc(S(=O)(=O)N3CCOCC3)ccc2Cl)c1O
→ -0.7	0.1	2	-1.3	-0.4	4.8*	-3.0	2	-31	-0.8	16
O=C1COc2ccc(C(=O)COC(=O)CCOc3ccccc3)cc2N1
→ 0.0	0.2	-16	-1.3	1.5	0.2	3.1	-4	-4	-0.3	4
Cc1ccc(NC(=O)c2nnn(-c3cc(C)cc(C)c3)c2N)cc1
→ -2.6	1.0	-2	-0.1	5.2	-1.0	5.1	2	2	-1.7	-10
CN(C(=O)Nc1ccccc1)C1CCS(=O)(=O)C1 (stereo unspecified)
→ 0.8	0.5	6	-1.3	-0.2	0.3	1.3	1	-1	-1.3	6
CCc1nc2c(OCCc3cccc(OC)c3)cccn2c1N(C)C(=O)c1cccs1
→ -1.6	-1.4	-2	-1.1	-1.1	·	-0.7	-5	-7	-1.6	3
O=C(Nc1cccn2ncnc12)c1ccc(Cl)cc1
→ 1.6	0.9	-20	-1.6	-1.8	-0.1	2.5	0	-3	-0.3	7
COC(=O)c1ccc(N2CCN(C(=O)C3CC3)CC2)c([N+](=O)[O-])c1
→ -1.7	-0.4	6	-0.7	0.0	2.6	-1.7	1	-1	0.2	-1
COc1ccc(NC(=O)c2cccc(S(=O)(=O)N3CCc4ccccc43)c2)cn1
→ -0.6	-0.9	-4	-1.1	-1.7	-0.1	-0.6	-5	4	-1.0	-10
CCCC(=O)N1CCC(O)(c2cccc(F)c2)CC1
→ 1.5	0.2	-5	-1.5	-1.1	-0.1	0.3	1	0	-0.3	-2
C[C@H]1CCC(=O)N([C@H](CN=[N+]=[N-])Cc2ccccc2)CC1
→ -2.5	0.0	-1	-0.3	1.9	-0.4	-1.1	0	6	-0.6	3

Entries of single compounds, looked up by structure. Values in the order: PG9 Ab binder	DAX1 inh-1	PLC-beta3 inh	ssDAF12 agonist	GAA850 FXN act	DAX1 inh-2	hgDAF-12 ag	SMARCA2 activ	NR1D1 modulator	hcDAF12 agonist	HGIII-sPLA2 inh
`COC(=O)c1ccc(N2CCN(C(=O)C3CC3)CC2)c([N+](=O)[O-])c1` is listed with -1.7	-0.4	6	-0.7	0.0	2.6	-1.7	1	-1	0.2	-1
`Cc1ccc(NC(=O)c2nnn(-c3cc(C)cc(C)c3)c2N)cc1` is listed with -2.6	1.0	-2	-0.1	5.2	-1.0	5.1	2	2	-1.7	-10
